ssDAF12 agonist – S. stercoralis DAF-12 activation, primary screen. HEK293 ssDAF-12/GRIP1 lit1-tk-luc reporter, luminescence; % of 3 µM dafachronic acid response. activation, % at 6.8 µM. actives 1% (n = 370,000);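 active means activation above the mean over all tested compounds plus 3 SD, cut at about 0.9% in these data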;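 further: 0% = DMSO-only wells and 100% = 3 µM delta7-dafachronic acid wells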
PLCb3 inh – inhibitors of human phospholipase C beta3; Purified PLC-beta3, fluorogenic substrate, fluorescence; inhibition, % at 12.2 µM; actives 0.18% (n = 370,000); in the data active means inhibition above about 11%;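 further: 0% = median of compound wells on plate and 100% = full blocker control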
Target sequence (Q01970 whole entry, looked up): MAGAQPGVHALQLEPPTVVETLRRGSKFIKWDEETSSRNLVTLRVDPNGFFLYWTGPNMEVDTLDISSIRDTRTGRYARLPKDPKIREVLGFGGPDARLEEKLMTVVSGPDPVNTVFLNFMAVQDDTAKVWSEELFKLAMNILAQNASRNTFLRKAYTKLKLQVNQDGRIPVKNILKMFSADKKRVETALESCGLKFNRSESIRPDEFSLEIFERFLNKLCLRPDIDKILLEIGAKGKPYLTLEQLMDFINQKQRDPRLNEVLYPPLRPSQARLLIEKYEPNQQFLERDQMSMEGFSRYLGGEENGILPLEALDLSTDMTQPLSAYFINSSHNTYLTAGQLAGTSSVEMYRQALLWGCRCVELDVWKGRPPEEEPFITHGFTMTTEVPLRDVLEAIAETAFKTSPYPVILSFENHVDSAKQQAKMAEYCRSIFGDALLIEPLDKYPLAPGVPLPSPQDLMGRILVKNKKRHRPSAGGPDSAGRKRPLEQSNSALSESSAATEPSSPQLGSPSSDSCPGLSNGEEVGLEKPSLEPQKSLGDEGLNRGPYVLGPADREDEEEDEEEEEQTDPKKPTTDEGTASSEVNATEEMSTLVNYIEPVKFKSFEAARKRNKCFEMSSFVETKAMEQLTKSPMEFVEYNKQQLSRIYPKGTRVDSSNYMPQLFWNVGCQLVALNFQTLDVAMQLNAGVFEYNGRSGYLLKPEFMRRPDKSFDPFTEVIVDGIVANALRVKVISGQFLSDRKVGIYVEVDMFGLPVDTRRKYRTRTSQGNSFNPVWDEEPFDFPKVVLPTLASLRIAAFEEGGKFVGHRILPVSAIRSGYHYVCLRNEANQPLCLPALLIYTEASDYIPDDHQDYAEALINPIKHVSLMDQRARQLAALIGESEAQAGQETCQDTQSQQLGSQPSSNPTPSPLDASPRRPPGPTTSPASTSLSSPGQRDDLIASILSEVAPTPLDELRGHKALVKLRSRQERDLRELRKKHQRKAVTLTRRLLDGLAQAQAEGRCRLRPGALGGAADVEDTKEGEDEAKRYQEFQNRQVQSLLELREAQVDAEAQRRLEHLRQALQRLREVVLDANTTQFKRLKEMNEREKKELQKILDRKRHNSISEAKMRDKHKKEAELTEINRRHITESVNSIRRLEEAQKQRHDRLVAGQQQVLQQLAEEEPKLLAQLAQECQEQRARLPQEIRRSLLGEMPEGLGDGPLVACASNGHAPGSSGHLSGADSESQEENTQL
sPLA2-III inh – Blocks human group III sPLA2 activity; Q9NZ20; QFRET BODIPY PC-A2 liposome hydrolysis, fluorescence; inhibition, % at 12.2 µM; actives 0.56% (n = 370,000); AID 743126;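 active means inhibition above mean plus 3 SD of compounds lying within the high and low control bounds, cut at about 19% in these data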;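 further: 0% = median of test compound wells and 100% = no enzyme DMSO wells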
hcDAF12 agonist – H. contortus DAF-12 activation, primary screen; HEK293 hcDAF-12 lit1-tk-luc reporter, luminescence; 0% DMSO, 100% Δ7-dafachronic acid; activation, % at 6.8 µM; actives 1.4% (n = 370,000);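 active means activation above the mean of all tested compounds plus 3 SD, cut at about 5.5% in these data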;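 further: 100% = response to 3 µM Δ7-dafachronic acid high control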
FXN GAA850 act – increases GAA850 frataxin promoter reporter activity. AID 540364. activation, % at 6 µM. HEK293 lucGAA850 FXN promoter luciferase reporter, 24 h; percent of 10 µM SAHA response. actives 0.56% (n = 360,000);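 active means activation above the average of all compounds screened plus 3 SD, cutoff fixed separately per campaign, cut at about 7.5% in these data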;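 further: 0% = DMSO wells and 100% = 10 µM SAHA wells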
ADAM17 inh – ADAM17 inhibition, QFRET primary screen | actives 0.83% (n = 370,000) | inhibition, % at 6.95 µM | recombinant ADAM17, EDANS/DABCYL FRET peptide cleavage;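 active means inhibition above the mean of compounds lying between control limits plus 3 SD, set per campaign, cut at about 8.5% in these data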;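 further: 0% = DMSO-only wells as the low control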
DAX1 inh-1 – blocks DAX1 repression of SF-1 activated StAR promoter | actives 1.1% (n = 370,000) | inhibition, % at 6.8 µM | AID 652010 | HEK293T StAR-luciferase reporter, SF-1/DAX-1 repression relief;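 active means inhibition above the mean over all tested compounds plus 3 SD, cut at about 3.6% in these data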;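 further: 0% = DAX-1 cells with DMSO and 100% = cells lacking DAX-1 with DMSO; higher inhibition means more luminescence from relief of DAX-1 repression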
DAX1 inh-2 – inhibitors of human orphan nuclear receptor DAX1 (NR0B1) | HEK293 Gal4-DAX1 luciferase reporter, luminescence | AID 504766 | inhibition, % at 6.75 µM | actives 0.99% (n = 340,000);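 active means inhibition above the mean over all tested compounds plus 3 SD, cut at about 4.2% in these data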;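 further: 0% = DAX1-transfected cells with DMSO and 100% = empty-vector control cells with DMSO; inhibition shows as a rise in luminescence from relieved DAX1 repression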
hgDAF-12 ag – activates the H. glycines DAF-12 receptor ligand-binding domain. HEK293 GAL4-hgDAF12 UAS-luciferase reporter, agonist luminescence; normalized to butyrate control. actives 1.8% (n = 370,000). activation, % at 6.8 µM;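 active means activation above a cutoff set at the mean of all screened compounds plus 3 SD, cut at about 10% in these data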;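 further: 0% = DMSO wells and 100% = sodium butyrate wells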
PLCg1 inh – inhibitors of human phospholipase C gamma1. purified PLC-gamma1, fluorogenic substrate, fluorescence. inhibition, % at 12.2 µM. actives 0.84% (n = 370,000). AID 720700; in the data active means inhibition above about 9.5%
ADAM10 inh – inhibits human ADAM10; inhibition, % at 7 µM; O14672; actives 0.62% (n = 370,000); recombinant ADAM10, EDANS/DABCYL FRET peptide cleavage, 3 h;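 active means inhibition above a per-campaign cutoff equal to the mean of compounds falling between control-based bounds plus 3 SD, cut at about 20% in these data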;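 further: 0% = DMSO wells while the 100% control is not disclosed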
* marks the source's active call; other numbers are inactive results; i = inactive; / = not tested or not shown; & = joins results of further samples.

SMILES	ssDAF12 agonist	PLCb3 inh	sPLA2-III inh	hcDAF12 agonist	FXN GAA850 act	ADAM17 inh	DAX1 inh-1	DAX1 inh-2	hgDAF-12 ag	PLCg1 inh	ADAM10 inh
O/N=C(/c1ccc(Cl)cc1)C1CC1c1ccccc1 (stereo not given)	-0.8	0	-11	-1.1	2.5	5	0.8	1.9	3.0	0	12
CC(=O)C[C@H](O)CC(=O)[C@@H]1OC(=O)CCCCCc2ccccc21	-1.0	-1	9	-0.2	0.1	3	0.8	-0.7	0.8	0	-4
C/C=C/c1c(F)c(F)c(Oc2ccc(C(=O)O)cc2)c(F)c1F	-1.5	-4	0	-0.9	2.2	6	1.0	1.6	-0.5	0	-1
O=C(N1CCOCC1)N1CCN(S(=O)(=O)N2CCCCC2)CC1	-1.1	-3	-3	-1.4	-0.9	0	-0.7	0.3	-0.4	4	1
Cc1oc(-c2ccccc2F)nc1CSCC(=O)NCc1ccc2c(c1)OCO2	-0.8	1	-7	-0.4	-1.7	3	-1.1	-0.6	-1.7	0	7
CN1CCN(c2ccc(NC(=O)COc3ccccc3Cl)cc2)CC1	-1.6	2	0	-2.6	1.8	-2	-1.1	-1.4	1.9	5	1
CC(C)c1ccc(C2OC(CCc3ccccc3)Cc3[nH]c(=S)[nH]c(=O)c32)cc1 (stereo not given)	-0.3	-1	10	0.6	/	-4	0.1	/	2.6	1	-8
O=C1NC2=C(CCc3ccccc32)C(c2ccccc2)N1 (stereo not given)	-0.7	-113	7	4.3	-0.5	-147	-0.3	0.7	-1.8	-117	-476
CC(C)N(C(=O)Cn1cc(S(=O)(=O)CC(=O)N2CCOCC2)c2ccccc21)C(C)C	-0.6	-9	-2	0.0	4.3	2	1.4	1.4	-1.4	1	-4
Cc1ccc(S(=O)(=O)N2CCCC2C(=O)N2CCCCCC2)cc1 (stereo not given)	-0.3	2	-1	0.1	1.7	-3	-0.4	-0.6	-0.4	4	-1
COc1ccc(COC(=O)c2c(C)nn(-c3ccccc3)c2Cl)cc1	-1.3	-8	-7	-1.6	3.5	0	2.2	1.6	0.3	-2	6
OC(CNCCc1ccc(Cl)cc1)COc1cc(Cl)ccc1Cl (stereo not given)	-1.2	-5	-7	-1.1	-0.3	5	0.2	-0.6	0.2	7	1
O=C1C=CC(=O)N1c1ccccc1N1C(=O)C=CC1=O	0.1	-2	1	-1.6	8.7*	-7	4.0*	4.3*	-1.4	0	-15
CCCCn1c(N)c(NCC)c(=O)[nH]c1=O	-0.9	-35	0	0.0	0.7	-52	0.1	1.0	-1.0	-28	-162
CSC(=NCCCN1CCOCC1)NS(=O)(=O)c1cccs1	-1.2&-1.2	2&-3	-7&0	0.7&0.1	-1.5&0.1	-6&-9	1.1&-0.2	0.2&-1.0	0.7&-0.7	-2&0	-4&-10
CC[C@@H](C)C(NC(=O)OC(C)(C)C)c1cn([C@@H](CCC(=O)OC(C)(C)C)C(=O)N2CCN(C(=O)OC(C)(C)C)CC2)nn1 (stereo not given in full)	-1.5	4	1	-0.7	-0.4	0	-0.4	0.7	0.5	4	0
CCOC(=O)n1c(=O)oc2ccc(Cl)cc21	-0.3	0	-7	0.3	1.3	-6	0.1	-1.0	-1.1	-1	1
COC(=O)[C@]12CCCCC=C1N(Cc1ccc(OC)cc1)C(=O)[C@@H]2CC(=O)N1CCN(C(=O)c2ccco2)CC1	-1.6	0	-5	-3.9	/	-4	0.9	/	0.7	1	-1
COc1ccc(C(=O)OCC(=O)NC(C)CCc2ccccc2)cc1 (stereo not given)	-0.9	1	1	-0.5	0.6	1	-0.1	0.6	0.8	5	8
Cc1ccc(C(=O)N2CCCC(N(C)Cc3ccccc3)C2)s1 (stereo not given)	0.7	-4	-2	-0.2	-1.9	-3	-0.1	0.6	-1.1	2	9
CC(C)CC1NC(=O)N(CC(=O)N2CCN(S(=O)(=O)c3ccc(Cl)cc3)CC2)C1=O (stereo not given)	-1.3	8	-7	-1.3	-1.3	2	0.7	-0.8	-2.1	1	7
CC(=O)Nc1ccc(NC(=O)CSCc2cnn(-c3ccccc3)c2-n2cccc2)cc1	-1.7	1	-4	0.7	-2.0	0	-0.3	0.1	-1.6	2	-2
Nc1nnnn1/N=C/c1ccccc1OCc1ccc(Cl)cc1	-2.1	0	-5	-3.0	0.3	1	-0.9	1.2	-1.6	4	-5
Nc1ccccc1SC1CC(=O)N(c2ccc(Cl)c(Cl)c2)C1=O (stereo not given)	-1.2	-4	-11	-2.1	2.2	-1	-0.8	-0.5	-0.6	3	7
Cc1cccc(NS(=O)(=O)c2cccc(C(=O)Nc3cccc(C(=O)O)c3)c2)c1	-1.4	-7	-14	-1.8	-0.3	-4	0.4	3.9	0.1	2	3
CC(=O)NCC1CCCN(C(=O)c2oc3c(F)cccc3c2C)C1 (stereo not given)	-1.1	-3	10	1.2	0.9	-3	0.9	0.6	-1.9	6	12
Cc1nc2c(cnn2-c2ccccc2Cl)c(=O)n1-c1ccc(N2CCC(C)CC2)cc1	-1.1	4	9	-1.3	-0.4	6	-0.9	-1.4	-0.4	8	1
Cc1cc(Nc2ccc(F)cc2)nc(N)n1	-1.5	2	0	0.6	-3.1	-5	0.6	-0.4	-2.1	-3	-5
O=C1C(=Cc2ccccn2)CCc2ccccc21	-1.0	-3	6	0.5	7.8*	-4	1.2	1.5	10	2	-10
Nc1nonc1-n1nnc(C(=O)N/N=C/c2cccc(Cl)c2)c1CSc1ccccc1	-0.4	0	-4	2.2	-0.8	0	0.2	/	0.2	1	3

Structures listed so far printed as active in DAX1 inh-1.
structure	ssDAF12 agonist	PLCb3 inh	sPLA2-III inh	hcDAF12 agonist	ADAM17 inh	DAX1 inh-1	DAX1 inh-2	PLCg1 inh	ADAM10 inh
O=C1C=CC(=O)N1c1ccccc1N1C(=O)C=CC1=O	0.1	-2	1	-1.6	-7	4.0*	4.3*	0	-15

Next compounds follow.
SMILES	ssDAF12 agonist	PLCb3 inh	sPLA2-III inh	hcDAF12 agonist	FXN GAA850 act	ADAM17 inh	DAX1 inh-1	DAX1 inh-2	hgDAF-12 ag	PLCg1 inh	ADAM10 inh
CCOc1cccc(CN2CCC(CCC(=O)NC3CC3)CC2)c1O	-0.8	-5	-3	1.0	-0.4	-1	0.1	-1.4	0.2	0	0
COc1cccc(CSc2ccc(S(=O)(=O)N3CCOCC3)cc2C(=O)NCC2CCCO2)c1OC (stereo not given)	-1.1	3	-3	-1.2	1.8	-1	-0.4	0.7	-0.7	3	0
O=C(N/N=C1\C(=O)c2cccc3cccc1c23)c1ccc(O)cc1	-0.9	-7	-3	-1.1	0.7	-3	-1.7	0.1	0.1	0	2
CCCCCC(=O)N/N=C/c1ccc([N+](=O)[O-])o1	-1.4	-17	6	-1.9	0.3	-1	-2.5	-0.6	-7.9	-13	-8
CCC(CC)c1nnc(NC(=O)CSCc2c(C)noc2C)s1	-1.0	1	11	-2.8	-1.5	6	0.1	0.3	2.0	-1	-22
Cc1ccc(C2CC(c3cccs3)=NN2S(=O)(=O)c2ccc(C)cc2)cc1 (stereo not given)	-1.4	2	0	2.3	2.6	-2	-0.1	-0.2	-0.6	2	5
O=C(CSc1ccc(-c2ccccn2)nn1)c1ccccc1	-0.6	-4	-19	2.4	4.5	-4	0.2	4.6*	9.3	-1	7
C[C@H](CO)N1C[C@H](C)[C@@H](CN(C)S(=O)(=O)c2cccs2)Oc2c(NS(=O)(=O)c3ccccc3)cccc2C1=O	-1.2	2	-13	-1.5	-3.1	-3	-0.2	0.3	-1.9	-2	2
C[C@@H]1CCCCO[C@H](CN(C)Cc2ccc(Cl)c(Cl)c2)[C@@H](C)CN([C@H](C)CO)C(=O)c2cc(N(C)C)ccc2O1	-0.9	-20	6	-0.3	-2.5	2	-0.4	1.8	-0.8	-16	11
CC(C)(C)OC(=O)NCc1ccc(NC(=O)c2nc[nH]c2C(=O)Nc2cc(Br)ccc2F)cc1	1.1*	1	7	-1.0	/	-6	0.9	/	3.1	1	-11
COc1cc2c(cc1OC)C(SC)=NC(C)(C)C2	-1.3	2	1	-1.2	-0.9	-3	0.1	0.2	0.3	0	-7
COc1ccc(NC(=O)c2ccc(COCC(F)(F)C(F)F)cc2)cc1OC	-1.7	4	5	-3.4	-0.3	4	-0.6	-0.8	-5.1	8	7
C1CC2CN(c3nc4nonc4nc3N3CCSCC3)CCN2C1 (stereo not given)	-0.8	3	-4	-0.9	3.9	1	0.8	0.2	-3.0	3	5
CC1CCCN(S(=O)(=O)c2ccc(NC(=O)C3CCN(C(=O)c4ccco4)CC3)cc2)C1 (stereo not given)	-0.2	-7	-21	-3.5	-0.6	-1	-0.2	-0.5	-1.7	-3	0
CCS(=O)(=O)Nc1ccc(Cc2ccc(NS(=O)(=O)CC)cc2)cc1	-2.4	2	-13	-1.8	0.5	2	-0.6	-0.3	-1.8	5	10
O=C(OCC(=O)N1CCN(c2ccccc2)CC1)c1ccc(O)cc1O	-0.9	-3	-9	-0.7	0.4	-4	-2.2	0.0	1.8	7	-8
CC(C)Nc1ncnc2c1nnn2Cc1ccccc1	-0.9	5	9	-0.1	2.5	-3	0.0	-0.1	0.2	9	3
COc1cc(OC)c(C(=O)NC2CCCCCC2)cc1OC	-1.6	1	1	-0.9	-0.8	-7	-0.9	-1.2	-1.9	1	-6
Cc1cc(C(F)F)n2nc(C(=O)Nc3ccc(F)cc3F)nc2n1	-1.7	4	3	-0.9	0.9	0	0.1	0.0	-2.2	2	-2
OCCNc1nc(C2CC2)nc2c1nnn2Cc1ccccc1Cl	-0.9	-1	-9	-0.9	4.9	-3	-1.1	0.1	-4.4	-1	1
Cn1c(-c2c(N)n(-c3ccccc3)c3nc4ccccc4nc23)nc2ccccc21	-1.4	i	2	3.9	-0.9	-35	-0.3	-1.4	0.3	i	-131
O=C(NC(=S)NNC(=O)c1ccccc1O)c1ccccc1	-1.0	-5	31*	5.1	1.5	-10	-0.7	0.6	0.5	2	6
CCOC(=O)CNC(=O)Cn1cnc2c(nnn2-c2ccc(C)cc2)c1=O	-1.0	2	-4	-0.3	-1.6	0	-0.1	0.5	-2.6	2	-2
N#Cc1cccc(-n2nnnc2-c2ccccn2)c1	-0.7	-4	-1	-3.0	-0.2	-5	-0.3	-0.1	3.9	1	-8
N=C1C(c2ccccc2)=C(O)CN1c1cccc(S(=O)(=O)N2CCOCC2)c1	-1.1	-9	1	-1.3	3.6	-3	0.1	0.4	0.0	-4	0
COc1ccc(S(=O)(=O)N2CCC(C(=O)NCCc3ccc4c(c3)OCO4)CC2)cc1	-1.3	2	-7	-2.2	0.3	-1	-0.2	0.6	-0.5	4	4
COc1ccc(C(=O)C2CCCN(Cc3cccc4c3OCO4)C2)cc1OC (stereo not given)	-1.8	0	-5	-0.4	-0.3	0	0.0	-0.3	-2.5	0	-4

Screens from PubChem.
